Bioassay records from PubChem BioAssay.
L3MBTL1 block – qHTS Assay for the Inhibitors of L3MBTL1. Lethal(3)malignant brain tumor-like protein 1 (Homo sapiens), Q9Y468. AlphaScreen L3MBTL1–H3K9me1 peptide binding. Potency, µM (highest dose often 57.1 µM), for inactives: at the highest dose activity, negative = inhibition, usual class: inhibitors. 230,000 compounds, 0.66% hits; active = well fitted inhibition curve with a large enough effect; also: nearly all actives have a fitted effect of over 60% in size
Target sequence (Q9Y468 whole entry, looked up): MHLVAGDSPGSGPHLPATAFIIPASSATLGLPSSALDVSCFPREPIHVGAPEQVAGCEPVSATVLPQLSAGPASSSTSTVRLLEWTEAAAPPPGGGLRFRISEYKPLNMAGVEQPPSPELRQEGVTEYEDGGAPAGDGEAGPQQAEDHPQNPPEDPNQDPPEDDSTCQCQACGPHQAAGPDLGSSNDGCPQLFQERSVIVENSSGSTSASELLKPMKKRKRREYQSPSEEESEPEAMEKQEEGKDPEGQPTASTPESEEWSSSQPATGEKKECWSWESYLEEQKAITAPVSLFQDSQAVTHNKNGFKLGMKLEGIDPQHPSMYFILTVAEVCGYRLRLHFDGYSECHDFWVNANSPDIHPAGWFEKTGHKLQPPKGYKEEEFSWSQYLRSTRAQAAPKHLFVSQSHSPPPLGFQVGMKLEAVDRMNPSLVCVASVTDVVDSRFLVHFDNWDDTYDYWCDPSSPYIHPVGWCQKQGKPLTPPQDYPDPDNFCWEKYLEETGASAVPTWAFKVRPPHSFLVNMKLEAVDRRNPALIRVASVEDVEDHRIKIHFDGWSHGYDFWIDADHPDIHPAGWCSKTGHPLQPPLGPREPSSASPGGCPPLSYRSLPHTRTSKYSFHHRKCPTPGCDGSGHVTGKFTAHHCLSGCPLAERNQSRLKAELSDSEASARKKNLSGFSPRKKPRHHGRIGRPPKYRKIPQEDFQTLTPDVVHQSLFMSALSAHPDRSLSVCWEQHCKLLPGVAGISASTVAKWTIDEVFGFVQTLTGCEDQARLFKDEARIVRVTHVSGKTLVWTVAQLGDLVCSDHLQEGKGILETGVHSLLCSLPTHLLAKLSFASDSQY
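AlphaScreen assay: L3MBTL1 (50 nM final) was preincubated 30 min at room temperature with biotinylated H3(1-15)K9me1 peptide (75 nM final), then 30 min with library compounds; streptavidin donor and nickel chelate acceptor beads (10 ug/mL final) added, 30 min dark.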
* hit, by the source's call; [ ] = remark or other dose. % is scaled to controls: 0 for no effect and ±100 for the full control effect; potency is read from the fitted curve at half-maximal effect.

Start of the data: the first 4 records, ahead of the listing:
no.	Compound	L3MBTL1 block
1	COc1cc(S(=O)(=O)NCC(c2ccco2)N2CCCCC2)ccc1NC(C)=O (centres undefined)	5%
2	COc1ccc(C2=Nn3c(nnc3-c3ccccc3OC)SC2)cc1OC1CCOC1 (centres undefined)	-3%
3	COc1ccc(-n2nnnc2SCC(=O)NC2CCS(=O)(=O)C2)cc1 (centres undefined)	1%
4	Cc1cc(C(=O)CN2CCN(CC(=O)Nc3ccc(F)cc3)CC2)c(C)n1C1CC1	2%

The list itself (from the top)
no.	Compound	L3MBTL1 block
1	COc1cc(S(=O)(=O)NCC(c2ccco2)N2CCCCC2)ccc1NC(C)=O (centres undefined)	5%
2	COc1ccc(C2=Nn3c(nnc3-c3ccccc3OC)SC2)cc1OC1CCOC1 (centres undefined)	-3%
3	COc1ccc(-n2nnnc2SCC(=O)NC2CCS(=O)(=O)C2)cc1 (centres undefined)	1%
4	Cc1cc(C(=O)CN2CCN(CC(=O)Nc3ccc(F)cc3)CC2)c(C)n1C1CC1	2%
5	O=S(=O)(c1ccc(Br)cc1)N1CCN(c2ccccc2)CC1	3%
6	O=C1OC(c2ccc(F)cc2)=C/C1=C\c1ccc(O)cc1	4%
7	O=C(COc1ccc(F)c(Cl)c1)Nc1ccc(N2CCOCC2)cc1	-7%
8	O=C(CN1CCN(CN2C(=O)NC3(CCCCCC3)C2=O)CC1)Nc1ccc(F)cc1	4%
9	CC(C)CC(=O)N1CCN(Cc2cccc(Cl)c2)CC1	0%
10	O=C(CN1CCOCC1)N/N=C/c1c(O)ccc2ccccc12	-11%
11	COc1ccccc1NS(=O)(=O)c1ccc(C(=O)N2CC(C)OC(C)C2)cc1 (centres undefined)	2%
12	Cc1c(Cl)cccc1N(CC(=O)NC(C)c1ccccc1)S(C)(=O)=O (centres undefined)	4%
13	CC(C)=CCN1CCN(Cc2c[nH]c3ccccc23)CC1CCO (centres undefined)	-1%
14	CC(C)(C)N1CC(C(=O)Nc2ccc(C#N)cc2)CC1=O (centres undefined)	6%
15	CC1CN(C(=O)c2ccccc2NS(=O)(=O)c2ccc(Cl)cc2)CC(C)O1 (centres undefined)	0%
16	CC(=O)Nc1nc2cc3c(cc2s1)OCCO3	13%
17	CSc1ccc(CNc2ncc(-c3cccc([N+](=O)[O-])c3)n2C)cc1	-23%
18	CSc1ncccc1C(=O)OCC(=O)N1CC2(C)CC1CC(C)(C)C2 (centres undefined)	1%
19	O=C(O)c1cc([N+](=O)[O-])ccc1C(=O)Nc1cccc([N+](=O)[O-])c1	4%
20	Cc1ccc(S(=O)(=O)N2CCN(C(=O)COc3ccc(Br)cc3)CC2)cc1	-2%
21	CC(C)(C)[C@@H]1COC(=O)[C@@H](NC(=O)OCC2c3ccccc3-c3ccccc32)C/C=C\C[C@@H](CC(=O)NCCO)C(=O)N1	11%
22	Cc1ccc2c(CC(=O)NNC(=O)c3ccccc3O)coc2c1	-21%
23	COc1ccc([C@]2(C(C)C)ON(c3ccccc3C(F)(F)F)C2=O)cc1	29%
24	O=C(c1ccc(Br)o1)N1CC=C(c2ccccc2)CC1	-2%
25	CC(c1ccccc1)n1c(Br)nc2c1c(=O)[nH]c(=O)n2C (centres undefined)	-3%[2.29 µM]
26	Cc1cc(C(=O)Nc2cccc3c2O[C@@H](CN(C)S(C)(=O)=O)[C@H](C)CN([C@@H](C)CO)C3=O)n(C)n1	-2%
27	CCOC(=O)N1CCN(C(=O)COC(=O)c2cccc(C)c2[N+](=O)[O-])CC1	-9%
28	COc1cccc(NC(=O)CN(C)C(=O)c2cc(C)oc2C)c1	-1%
29	COc1ccc(C(=O)Nc2ncccc2C)cc1S(=O)(=O)N1CCCc2ccccc21	1%
30	Cc1cccc(NS(=O)(=O)c2cccc(C(=O)NCc3ccccc3CN3CCOCC3)c2)c1	-5%
31	COc1ccc(C(C)=O)cc1COC(=O)CNC(=O)C1CCCCC1	5%
32	CCOc1ccccc1N1CCN(CC(=O)Nc2ccnn2C2CCCC2)CC1	-8%
33	O=C(COC(=O)c1ccc[nH]c1=O)NC1CC1	1%
34	O=C1OC/C(=C(/O)c2ccc(Cl)cc2)C1=O	8%
35	CC(CNC(=O)Cn1cnc2c(NCc3ccccc3)ncnc21)c1ccccc1 (centres undefined)	6%
36	O=C(O)C1C2C=CC(C2)C1C(=O)Nc1cccc(C(F)(F)F)c1 (centres undefined)	13%
37	CCOc1ccc(NC(=O)COc2ccc(C(=O)N3CCC(C(N)=O)CC3)cc2OC)cc1	11%
38	COc1cc(C(=O)NCc2ccc3c(c2)OCO3)c([N+](=O)[O-])cc1OC	5%
39	CC(=O)Nc1cccc(OCC(=O)Nc2cccc(S(=O)(=O)N3CCCC3)c2)c1	4%
40	Cc1ccc(CNC(=O)CN2c3cccc4cccc(c34)S2(=O)=O)cc1	-4%
41	CCn1c(SCC(=O)NC2CC2)nnc1-c1cccs1	4%
42	Cc1ccc(NS(=O)(=O)c2ccc(C(=O)OCC(=O)N3CCCCC3)cc2)cc1	4%
43	Cc1ccc2[nH]c(C(=O)N3CCN(C(c4ccccc4)c4ccccc4)CC3)cc2c1	-5%
44	COc1ccccc1CN1CCCC(N2CCN(c3ccc(F)cc3)CC2)C1 (centres undefined)	-4%
45	C=CC[C@H](CC(=O)N(CCO)Cc1ccccc1)C(=O)N[C@H](COC(=O)[C@@H](CC=C)Cc1ccc(F)cc1)Cc1c[nH]c2ccccc12	-6%
46	C[C@@H]1C=CC(=O)O[C@@H]1c1ccc(C(F)(F)F)cc1	4%
47	COc1ccc(C(=O)Nc2ccccc2C(=O)Nc2ccccc2C(=O)O)cc1	0%[2.29 µM]
48	Cc1cc(SCC(=O)NC2(C#N)CCCCC2)nc2c(C)cccc12	-6%
49	C[C@@H]1C(=O)N(c2ccccc2)[C@@H]1c1ccncc1	7%
50	CC(OC(=O)c1ccc(O)cc1)C(=O)Nc1nc(-c2ccccc2)cs1 (centres undefined)	-12%

Next section.
no.	Compound	L3MBTL1 block
51	CCCCCOc1ccc(C(=O)OCC(=O)Nc2cc(C)on2)cc1	-4%
52	CCc1ccc(C(=O)CCC(=O)Nc2ccc(OC)c(S(=O)(=O)N3CCCCC3)c2)cc1	-5%
53	Cc1c[n+]([O-])cc(C)c1Oc1ccccc1	-5%
54	Cc1ccc(C2(C)NC(=O)N(CC(=O)N3CCN(C(=O)c4cccs4)CC3)C2=O)cc1 (centres undefined)	-4%
55	O=C(O)CCn1cc(-c2ccc(Cl)cc2)nc1-c1ccc(Cl)nc1	10%
56	CCCCN(C(=O)c1ccc([N+](=O)[O-])s1)c1c(N)n(CCCC)c(=O)[nH]c1=O	-1%
57	CC(C)C[C@H](NC(=O)c1[nH]cnc1C(=O)N[C@@H](Cc1ccccc1)C(=O)OC(C)(C)C)C(=O)OCc1ccccc1	-6%
58	CN(CC(=O)Nc1ccc(N2CCOCC2)cc1)C(=O)CCNC(=O)c1ccc(Br)cc1	-4%
59	COCCCn1c(C)cc(C(=O)COC(=O)C23CC4CC(CC(O)(C4)C2)C3)c1C	-10%
60	Cc1ccc2oc(C(=O)N3CCN(c4cccc(C)n4)CC3)c(C)c2c1	-5%[2.29 µM]
61	O=C(COC(=O)c1cccnc1Cl)NC(=O)NC1CCCCC1	-1%
62	O=C(NCCc1ccccc1)C(=O)NCC1OCCN1S(=O)(=O)c1cc(F)ccc1F (centres undefined)	35%[activator]
63	C/C(CC(=O)Nc1ccc(Br)cc1)=N\NC(=O)c1cccc(O)c1	7%
64	CCc1nc(SCc2ccccc2C#N)n[nH]1	9%
65	COc1ccc(/C=C/C(=O)OCC(=O)NCCCc2ccccc2)cc1OC	2%
66	O=C(NCCc1ccc(F)cc1)c1ccc2nccnc2c1	1%
67	CN(C(=O)CSc1nnc(-c2ccc(Cl)cc2)n1C)C1CCS(=O)(=O)C1 (centres undefined)	-3%
68	CCOC(=O)c1c(NC(=O)CN2C(=O)C(=O)N(CC(C)C)C2=O)sc(C)c1CC	3%
69	C=CCn1c(SCC(N)=O)nc2sc3c(c2c1=O)CCC3	-4%
70	Cc1[nH]n(-c2ccccc2)c(=O)c1N=Nc1c(Cl)cccc1Cl	-1%
71	O=C(CSc1nc(C(F)(F)F)cc(=O)[nH]1)Nc1nccs1	6%
72	CCOc1ccccc1NC(=O)COC(=O)C1CCC(=O)N1 (centres undefined)	0%
73	O=C(c1cc2ccccc2cc1O)N1CCN(c2ccccc2O)CC1	-6%
74	CCN(C(=O)c1ccc(S(=O)(=O)N2CCCCC2)cc1)C1CCS(=O)(=O)C1 (centres undefined)	4%
75	Cc1ccc(C(=O)Nc2cc(Cl)ccc2-n2cncn2)o1	8%
76	CS(=O)(=O)N1CCCC(C(=O)Nc2ccc(F)c(F)c2)C1 (centres undefined)	-10%
77	COc1ccc(C(=O)COC(=O)CN2C(=O)NC3(CC(C)CC(C)(C)C3)C2=O)c(OC)c1 (centres undefined)	-8%
78	O=C(COC(=O)c1n[nH]c(=O)c2ccccc12)Nc1ccccc1	-13%
79	COc1ccc(N2CCN(c3ccc(NC(=O)/C=C\C(=O)O)cc3)CC2)cc1	-16%
80	COc1ccc(CNC(=O)COC(=O)c2ccc(F)c(S(=O)(=O)N3CCOCC3)c2)cc1	4%
81	CCCOc1ccc(C2=CSC3=NCCN23)cc1	-6%
82	O=[N+]([O-])c1ccccc1CNCCO	3%
83	COc1ccc(/C=C/C(=O)OCC(=O)c2ccc(S(=O)(=O)N3CCCCC3)cc2)cc1OC	-4%
84	O=[N+]([O-])c1cc([N+](=O)[O-])c(Oc2cccnc2Br)cc1NN1CCCCC1	-14%
85	CN(C(=O)CN1C(=O)NC(C)(CCc2ccccc2)C1=O)c1ccccc1 (centres undefined)	0%
86	CCCCn1c(N)c(N(CCOC)C(=O)c2ccc3c(c2)C(=O)N(c2ccccc2C)C3=O)c(=O)[nH]c1=O	1%
87	Cc1ccc(C)c(OCCC(=O)OCC(=O)Nc2ccc(C)c(S(=O)(=O)N3CCCCC3)c2)c1	5%
88	CCc1ccc(C(=O)NNC(=O)C2CSC3(C)CCC(=O)N23)cc1 (centres undefined)	-4%
89	Cc1ccc(CNC(=O)CN2C(=O)NC3(CC(C)CC(C)(C)C3)C2=O)cc1 (centres undefined)	0%
90	CCOc1ccc(S(=O)(=O)NCc2ccccn2)cc1NC(=O)c1ccccc1	-4%
91	C[C@H](CO)N1C[C@H](C)[C@@H](CN(C)S(=O)(=O)c2cccs2)Oc2ccc(NC(=O)Cc3ccccc3)cc2C1=O	-5%
92	Cc1ccc(NC(=O)c2cccnc2)cc1C	6%[2.29 µM]
93	COc1ccc(N2CCN(S(=O)(=O)c3cc4c(cc3C)NC(=O)CO4)CC2)cc1	0%
94	Cc1ccc2nc(SCC(=O)N(C)C3CCS(=O)(=O)C3)[nH]c2c1 (centres undefined)	3%
95	N#Cc1ccc(S(=O)(=O)N2CCC(C(=O)Nc3cccc(C(=O)NC4CC4)c3)CC2)cc1	-4%
96	CCCCNC(=O)c1ccccc1SCC(=O)NC1CCCCCCC1	-1%
97	C=CC[C@@H](CC(=O)OC(C)(C)C)C(=O)OC[C@H]1CCCN1C(=O)[C@@H](CC=C)CC(=O)N(CCO)Cc1ccccc1	-1%
98	Cc1ccc(C(=O)NNC(=O)c2ccccc2)cc1S(=O)(=O)N1CCCCC1	-1%
99	CS(=O)(=O)N1CCCC(C(=O)Nc2c(F)cccc2F)C1 (centres undefined)	0%
100	COc1cc2sc(-c3ccccc3OC)c(-c3ccc(OCCN4CCCCC4)cc3)c2cc1OC	-13%

A draw from above in order of molar mass, largest number first.
no.	Compound	L3MBTL1 block
87	Cc1ccc(C)c(OCCC(=O)OCC(=O)Nc2ccc(C)c(S(=O)(=O)N3CCCCC3)c2)c1	5%
83	COc1ccc(/C=C/C(=O)OCC(=O)c2ccc(S(=O)(=O)N3CCCCC3)cc2)cc1OC	-4%
85	CN(C(=O)CN1C(=O)NC(C)(CCc2ccccc2)C1=O)c1ccccc1 (centres undefined)	0%
94	Cc1ccc2nc(SCC(=O)N(C)C3CCS(=O)(=O)C3)[nH]c2c1 (centres undefined)	3%
99	CS(=O)(=O)N1CCCC(C(=O)Nc2c(F)cccc2F)C1 (centres undefined)	0%

(more compounds)
no.	Compound	L3MBTL1 block
101	N#Cc1ccccc1S(=O)(=O)N1CCN(C(=O)C2CC(=O)N(c3ccc4c(c3)OCCO4)C2)CC1 (centres undefined)	-1%
102	CCOC(=O)[C@H]1[C@H]2COc3ccc(Br)cc3[C@@H]2N2C(=O)CN(CC3CCCO3)C(=O)[C@@]12C (some centres undefined)	-12%
103	CC(OC(=O)c1cc(=O)[nH]c2ccccc12)C(=O)Nc1ccc(Cl)cn1 (centres undefined)	4%
104	CCOc1ncccc1C(=O)Nc1cc(S(=O)(=O)N(CC)CC)ccc1N1CCOCC1	1%
105	COc1ccc(CC(=O)OCC(=O)Nc2cc(Cl)ccc2C)cc1	7%
106	CCOC(=O)[C@H]1[C@H]2COc3ccc(Br)cc3[C@@H]2N2C(=O)c3ccc(C)cc3NC(=O)[C@@]12C	4%
107	C=CCn1c2ccccc2c(=O)c2cc(C#Cc3cc(OC)cc(OC)c3)ccc21	78%[activator]
108	CN(C(=O)COC(=O)c1ccc2c(c1)OCO2)c1c(N)n(Cc2ccccc2)c(=O)[nH]c1=O	2%
109	CCN(CC(=O)Nc1cc(Cl)ccc1C)C(=O)Cn1c(=O)cnc2ccccc21	-5%
110	O=C(C1COc2ccccc2O1)N1CCN(c2ccccc2O)CC1 (centres undefined)	-5%
111	O=C(Nc1cc(Cl)ccc1F)C1=COCCO1	20%
112	COc1ccc(Cl)cc1NC(=O)CN1C(=O)NC(Cc2c[nH]c3ccccc23)C1=O (centres undefined)	-3%
113	CC1CCN(c2ccc(NC(=O)C3CCCN3S(=O)(=O)c3ccc(F)cc3)cc2)CC1 (centres undefined)	-25%
114	Cc1ccc(NC(=O)c2ccc(S(=O)(=O)N3CCCC3)cc2)nc1	-1%

These rows are one share of the data; the hit share may differ from the screen's.
